Screens as filed in PubChem BioAssay.
SRC3 TRFRET art: counter-screen for PPARgamma SRC-3 recruitment agonists: TR-FRET artefact; actives 0.39% (n = 99,000); PPARgamma/SRC-3 format; active compounds read high; TR-FRET ratio at 8 µM; in the data active = TR-FRET ratio above about 2000; also: inactives centre near 1600; reference of the scale not given here
SRC1 TRFRET art: TR-FRET artefact, counter-screen to PPARgamma/SRC-1 agonist assay; TR-FRET detection artefact counter-screen, emission ratio; active compounds read high; TR-FRET ratio at 8 µM; actives 0.34% (n = 99,000); AID 1051; in the data active = TR-FRET ratio above about 2300; also: inactives centre near 1800; reference of the scale not given here
* = called active by the depositor; & = joins results of further samples.

SMILES | SRC3 TRFRET art | SRC1 TRFRET art
CCN1CCN(C(=O)c2ccc(-c3nc4ccccc4s3)s2)CC1 | 1745 | 1943
CC(C)(C)[C@@H]1C=C(C(=O)N2CCN(Cc3ccc4c(c3)OCO4)CC2)O[C@H](OCc2ccc(CO)cc2)C1 | 1715 | 1887
COc1ccc(-n2cc(CNCC3CCOCC3)c(-c3cccc(F)c3)n2)cc1 | 1933 | 1771
COCCNC(=S)N1CCC(c2nc(-c3ccc(N(C)C)cc3)no2)CC1 | 1716 | 1615
Cc1ccc(S(=O)(=O)n2ccc(OC(=O)c3cccs3)n2)cc1 | 1655 | 1611
CCCc1cc(=O)n2[nH]c(NCc3ccc(OC)c(OC)c3)nc2n1 | 1667 | 1774
O=C(Cc1cccs1)N1CCN=C1SCc1ccccc1Cl | 1552 | 1804
CCOC(=O)CC(NC(=O)c1ccccc1F)c1ccc(C)cc1 (stereo not drawn) | 1451 | 1698
COc1ccc(CN2CCNC(=O)C2CC(=O)NCc2cnn(C)c2)cc1OC (stereo not drawn) | 1453 | 1829
CC(C)Cc1nnc(NC(=O)CSc2nc(O)c(-c3ccccc3)c(=O)[nH]2)s1 | 1755 | 1630
Cc1ccc(-n2cc(-c3ccccc3)c3c(N4CCN(C)CC4)ncnc32)cc1 | 1712 | 1670
Cc1ccc(CC(=O)N2CCN(C(=O)c3ccco3)CC2)cc1 | 1390 | 1642
Cc1ccc(C2(c3noc(CN(C)CCCN4CCOCC4)n3)CCCC2)cc1 | 1594 | 1903
CCOC(=O)c1ccc(NC(=O)c2ccc(OC(C)C)c(OC)c2)cc1 | 1480 | 1719
CC(Nc1cccnc1)=C(C#N)C#N | 1528 | 1761
CCOC(=O)N1CCc2c(sc3nc(SC(C)C)n(N)c(=O)c23)C1 | 1591 | 1975
O=C(NCC1CCCO1)c1ccc(NS(=O)(=O)c2cccc([N+](=O)[O-])c2)cc1 (stereo not drawn) | 1569 | 1926
Cc1ccc(NN2C(=O)C=CC2=O)cc1 | 1784 | 2031
O=C(NC1CCCC1)C1CCN(C(=O)c2ccc(-c3ccccc3)cc2)CC1 | 1634 | 1801
CN1c2ccccc2C(C)(C)C12CC(c1ccc(S(=O)(=O)N3CCCCC3)cc1)=NO2 (stereo not drawn) | 1570 | 1665
N#CC1=C(N)OC2=C(CCc3ccccc32)C1c1ccccc1Cl (stereo not drawn) | 1457 | 2112
COc1ccc(/C=N/NC(=S)SC)cc1OC | 1360 | 1846
CC(=O)Nc1nnc(COc2ccc(Cl)cc2)s1 | 1544 | 1854
O=C(CN(CCO)c1ccccc1)Nc1ccc(Cl)c(S(=O)(=O)N2CCOCC2)c1 | 1543 | 1869
COc1cccc(NC(=O)Cn2c(CCC(=O)O)ccc2-c2cccs2)c1 | 1442 | 1875
CC(C)Oc1ccc2c(=O)c(-c3ccccc3)coc2c1 | 1608&1587 | 1788&1640
Cc1nnc(SCC(=O)N2c3ccccc3C(C)(c3ccccc3)CC2(C)C)s1 (stereo not drawn) | 1582 | 1850
CCOC(=O)C1(CC/C(C)=N\NC(N)=O)CC(C)OC1=O (stereo not drawn) | 1660 | 1867
Cc1ccccc1CC1(CO)CCCN(C(=O)c2cccc(Cl)c2)C1 (stereo not drawn) | 1527 | 1715
CCN(C(=O)c1cccc(Br)c1)c1ccccc1 | 1637 | 1854
O=C(CSCc1ccc(F)cc1)NCc1ccc(F)cc1 | 1579 | 1910
CCOC(=O)/C(C#N)=C\c1c(OCC)n(CC)c2ccccc12 | 1701 | 1882
CCN1CCN(CCCOc2ccccc2-c2ccccc2)CC1 | 1546 | 1853
COCc1cc(N2CCOCC2)nc(-c2ccccc2)n1 | 1636 | 1574
CC(C)[C@H](NC(=O)C1CCCC1)c1nc2ccccc2[nH]1 | 1579 | 1919
C/C(Cn1nnc2ccccc21)=N\NC(=O)c1ccc(Br)cc1 | 1617 | 2069
COc1ccc(S(=O)(=O)Nc2cccc(F)c2C)cc1C(=O)N1CCOCC1 | 1421 | 1574
O=C(CSc1nc2ccccc2s1)Nc1ccc(Cl)c(C(=O)O)c1 | 1535 | 1949
Cc1cccc(C)c1NC(=O)COC(=O)c1ccc(N2CCCC2)c([N+](=O)[O-])c1 | 1459 | 1502
CCCCOC(=O)NC1(C)CCS(=O)(=O)C1 (stereo not drawn) | 1558 | 1713
CC(C1CC1)N(Cc1ccccc1)C(=S)Nc1cccc(C(F)(F)F)c1 (stereo not drawn) | 1562 | 1888
O=C(CNC(=O)c1cccc(F)c1)N/N=C/C=C/c1ccccc1 | 1828 | 1692
COc1ccc(-c2nnc(Nc3ccc(CC(N)=O)cc3)c3ccccc23)cc1 | 1577 | 1499
CCCn1c(CNC(=O)Cc2ccccc2)nc2ccccc21 | 1612 | 1567
CCCCC(=O)Nc1cccc(NC(=S)NC(=O)C(C)C)c1 | 1582 | 1858
O=C1c2ccccc2NC(c2cccnc2)N1c1ccccc1F (stereo not drawn) | 1550 | 1613
Cc1ccc2nc(-c3ccc(N4C(=NC(=O)CCC(=O)O)SC5CS(=O)(=O)CC54)cc3)sc2c1 (stereo not drawn) | 1445 | 1657
Cc1onc(-c2ccccc2Cl)c1C(=O)NC(=S)Nc1ccccc1F | 1667 | 2025
O=C1c2ccccc2C(=O)N1OCc1ccccc1[N+](=O)[O-] | 1452 | 1828
CCN1CCS/C1=C/C=C/C1=[N+](CC)CCS1 | 1661 | 1836
COc1cc(/C=C(/Sc2nnc(-c3ccc(F)cc3)o2)C(=O)O)ccc1OC(F)F | 1586 | 1737
CCOc1ccc(C(c2c(NC(=O)c3ccccc3)sc(C)c2C)N2CCN(C)CC2)cc1 (stereo not drawn) | 1668 | 1951
O=C(CCN1C(=O)/C(=C/c2cccs2)SC1=S)NC1=NCCS1 | 1521 | 1711
Cc1[nH]n(-c2ccccc2)c(=O)c1N=Nc1cccc(S(=O)(=O)N2CCOCC2)c1 | 1661 | 2129
O=C(/C=C/c1ccc(Cl)cc1Cl)N(Cc1ccc(Cl)cc1)C1CCS(=O)(=O)C1 (stereo not drawn) | 1702 | 2041
CCc1ccc(C(=O)Nc2ccc(OC)c(S(=O)(=O)N3CCOCC3)c2)cc1 | 1427 | 1591
O=C1SCC(c2ccc(Cl)cc2Cl)=NN1Cc1nnc(-c2ccccc2)o1 | 1636 | 1886
Cn1c(/C(C#N)=C(\O)c2ccc([N+](=O)[O-])cc2)nc2ccccc21 | 1697 | 1680
COC(=O)C1=C(C)N(CC2CC2)C(=O)N[C@H]1c1ccc(Br)cc1 | 1492 | 1437
O=C(NNc1ncnc2c1cnn2-c1ccc(F)cc1)c1cccs1 | 1645 | 1656

Retrieved by structure from the entries so far (6):
SMILES | SRC3 TRFRET art | SRC1 TRFRET art
O=C1SCC(c2ccc(Cl)cc2Cl)=NN1Cc1nnc(-c2ccccc2)o1 | 1636 | 1886
O=C(NNc1ncnc2c1cnn2-c1ccc(F)cc1)c1cccs1 | 1645 | 1656
CCCCC(=O)Nc1cccc(NC(=S)NC(=O)C(C)C)c1 | 1582 | 1858
CCCn1c(CNC(=O)Cc2ccccc2)nc2ccccc21 | 1612 | 1567
O=C(CCN1C(=O)/C(=C/c2cccs2)SC1=S)NC1=NCCS1 | 1521 | 1711
CC(C1CC1)N(Cc1ccccc1)C(=S)Nc1cccc(C(F)(F)F)c1 (stereo not drawn) | 1562 | 1888

(continued)
SMILES | SRC3 TRFRET art | SRC1 TRFRET art
CC(OC(=O)c1ccc(S(=O)(=O)N(C)C)cc1)C(=O)Nc1ccc(Cl)cn1 (stereo not drawn) | 1371 | 1626
O=c1[nH]cc(F)c(=O)[nH]1 | 1668 | 1713
COc1ccc(C(=O)/C=C/c2ccccc2)c(O)c1 | 1558 | 1716
O=C(CCCOc1ccccc1)Nc1cccc([N+](=O)[O-])c1 | 1459 | 1938
O=C(O)Cn1cc(C(=O)C(F)(F)F)c2ccccc21 | 1776 | 1829
COc1cc(OC)cc(C(=O)Nc2ccc(S(=O)(=O)Nc3nc(C)cc(C)n3)cc2)c1 | 1512 | 1792
CC1Cc2ccccc2N1C(=O)CSc1nccc(=O)[nH]1 (stereo not drawn) | 1631 | 1784
Cc1cc(NC(=O)c2sccc2C)n(-c2nc3ccccc3[nH]2)n1 | 1421 | 1586
COC(=O)c1ccc2nc(-c3ccc(S(C)(=O)=O)cc3)cn2c1 | 1423 | 1545
COc1cc2c(cc1Cl)/C(=C\CCN(C)C)c1ccccc1S2 | 1537 | 1688
COc1ccc(/C=N/Nc2ncc(C(F)(F)F)cc2Cl)c(OC)c1OC | 1486 | 1940
Cc1ccc(SCc2nc(N)nc(Nc3ccccc3C)n2)c(C)c1 | 1535 | 1633
O=C(CC1(O)C(=O)c2ccccc2C1=O)c1ccccc1 | 1493 | 1693
CC(=O)N(Cc1ccccc1)Cc1nc2sc(C)c(C)c2c(=O)[nH]1 | 1604 | 1572
Cc1ccc(S(=O)(=O)Oc2ccccc2/C=N/O)cc1 | 1615 | 1749
COc1ccccc1OCC(=O)Nn1c(=S)[nH]c2ncccc2c1=O | 1583 | 1672
CC1=NN=C(c2ccccc2)C(c2c[nH]c3ccccc23)N1O (stereo not drawn) | 1537 | 1629
COc1ccc(C[C@@H]2CN3C(=NC[C@@H]3C)N2C[C@H](C)NC(=O)c2ccc(C)c(Br)c2)cc1 | 1628 | 2044
O=S(=O)(c1ccc(Cl)c(NC(=S)Nc2ccccc2N2CCOCC2)c1)N1CCOCC1 | 1662 | 1896
N#Cc1cc2c(=O)n3ccccc3nc2n(CCCN2CCOCC2)c1=O | 1570 | 1775
CC(C)CN(CC(C)C)CC(O)COc1ccccc1Br (stereo not drawn) | 1786 | 1691
COc1cccc(CNC(=O)CCC2CCCN(C(=O)C3=CC(=O)CC(C)(C)O3)C2)c1 (stereo not drawn) | 1716 | 1837
CCc1cc2c3c(c1)C(C)CC(C)(C)N3C(=O)C2=O (stereo not drawn) | 1726 | 2065
Cc1ccccc1OCCNc1cc(N2CCNCC2)ccc1[N+](=O)[O-] | 1752 | 1717
CCN1CCN(c2nc(-c3cccs3)nc3ccccc23)CC1 | 1508 | 1637
CNC(=S)Nc1ccc(C23CC4CC(CC(C4)C2)C3)cc1 | 1461 | 1618
Cc1ccc(C(=O)/C=C/c2ccco2)c(O)c1 | 1777 | 1696
CCOC(=O)c1ccc2c(c1)nc(-c1ccc(F)cc1)c1nccn12 | 1583 | 1974
Cc1onc(-c2ccccc2)c1C(=O)Nc1ccc2c(c1)OCCO2 | 1622 | 1849
FC(F)Oc1ccc(/C=N/NC(=S)Nc2cc(C(F)(F)F)ccc2Cl)cc1 | 1588 | 1927
CN(NC(=O)COc1ccccc1)C1=NS(=O)(=O)c2ccccc21 | 1727 | 1855
O=C(O)CN(Cc1ccccc1)S(=O)(=O)c1ccc2c(c1)OCCO2 | 1590 | 1818
O=C(CSc1nnc(-c2ccncc2)o1)NCc1ccccc1 | 1435 | 1709
O=C(O)/C=C/c1cn(Cc2ccccc2)nc1-c1ccc(Cl)cc1 | 1652 | 1880
COc1cccc2c1C(=O)c1c(O)c3c(c(O)c1C2=O)C[C@@](O)(C(=O)CO)C[C@@H]3O[C@H]1C[C@H](N)[C@H](O)[C@H](C)O1 | 2006 | 2222
CCn1c(COc2cccc3cccnc23)nnc1SCC(=O)OC | 1641 | 1646
Cc1ccccc1C(O)c1cccnc1 (stereo not drawn) | 1514 | 1697
C/[N+]([O-])=C/c1c(OCc2ccc(Cl)cc2Cl)ccc2ccccc12 | 1401 | 1837
Cc1ccc(C(=O)O)cc1N1C(=O)CCCC1=O | 1503 | 1515
CCOc1cccc(/C=C2/NC(=O)N(CC(=O)Nc3cccc(C)c3)C2=O)c1O | 1492 | 1960
CCOc1ccccc1N1CCN(Cc2c(C)n(C)n(-c3ccccc3)c2=O)CC1 | 1287 | 1580
Cc1c(Cc2ccccc2)sc(NC(=O)C(C)(C)C)c1C(N)=O | 1487 | 1713
COc1ccc(S(=O)(=O)N2CCOC2CNC(=O)C(=O)NCCc2ccc(OC)c(OC)c2)cc1 (stereo not drawn) | 1334 | 1836
O=C(NCCO)/C(=C\c1ccco1)NC(=O)c1cccs1 | 1561 | 1865
O=C(NCCNc1ccc([N+](=O)[O-])cc1C(F)(F)F)c1cccc(F)c1 | 1561 | 1890
COc1ccc(Nc2nc(-c3cccc([N+](=O)[O-])c3)nc3ccccc23)c(OC)c1 | 1606 | 1767
O=C(CSc1n[nH]c(=O)[nH]c1=O)N/N=C/c1ccccc1 | 1708 | 2030
CC(=O)c1c(O)c2ccccc2n(C2CCCCC2)c1=O | 1797 | 1880
Cc1ccc(C(=O)/C=C/Nc2cccc(O)c2)cc1 | 1304 | 1964
CC1(C)C2CCC1(C)C(NC(=O)/C=C/c1ccccc1)C2 (stereo not drawn) | 1589 | 1860
O=C(CC(=O)NC1CCCCC1)N/N=C/c1ccccc1Cl | 1595 | 1860
O=C(CNC(=O)c1ccncc1)N/N=C/c1cccc([N+](=O)[O-])c1 | 1573 | 1764
COc1ccc(NCC(=O)N/N=C/C=C\c2ccccc2)cc1 | 1834 | 1847

Among those listed so far, 3 have a furan ring, fused or not.
SMILES | SRC3 TRFRET art | SRC1 TRFRET art
Cc1ccc(CC(=O)N2CCN(C(=O)c3ccco3)CC2)cc1 | 1390 | 1642
Cc1ccc(C(=O)/C=C/c2ccco2)c(O)c1 | 1777 | 1696
O=C(NCCO)/C(=C\c1ccco1)NC(=O)c1cccs1 | 1561 | 1865

The list is partial. The share of hits here may be higher or lower than overall.
